# D2 PAM: D2 dopamine receptor (human) potentiation; P14416; HEK293 T-REx D2, calcium flux, EC20 dopamine potentiation; potentiation, % at 10 µM; 0.34% of 340,000 active; AID 485347;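 active = potentiation over 3 SD above the plate norm, cut at about 30% in these data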; note: 0% is about no effect
# Target sequence (P14416 whole entry, looked up): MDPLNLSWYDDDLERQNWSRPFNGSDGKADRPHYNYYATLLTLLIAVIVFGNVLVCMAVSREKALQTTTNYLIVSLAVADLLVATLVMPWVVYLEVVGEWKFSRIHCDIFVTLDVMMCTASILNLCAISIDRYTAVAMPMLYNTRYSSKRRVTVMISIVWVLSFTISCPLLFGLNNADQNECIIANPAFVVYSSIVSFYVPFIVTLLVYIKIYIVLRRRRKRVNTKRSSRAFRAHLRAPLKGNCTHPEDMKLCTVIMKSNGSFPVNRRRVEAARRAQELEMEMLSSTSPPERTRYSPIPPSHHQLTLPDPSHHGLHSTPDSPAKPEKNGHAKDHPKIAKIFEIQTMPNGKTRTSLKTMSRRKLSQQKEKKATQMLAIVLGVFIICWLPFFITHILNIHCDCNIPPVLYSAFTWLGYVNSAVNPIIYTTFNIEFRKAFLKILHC
#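 Tetracycline-induced Hek293 Trex D2 cells, force-coupled to calcium, loaded with no-wash calcium dye. Compound added with 180 s kinetic read for agonism, then EC20 dopamine and a further 180 s read for potentiation.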
# D1 antagonist: blocks dopamine activation of the human D1 receptor; HEK293 TREx D1 cells, calcium flux, dopamine EC80; stronger effect = lower value; activity change, negative = inhibition, % at 10 µM; 3.2% of 360,000 active; in the data active = activity change below about -30%; note: % is set by controls: 0 for no effect and ±100 for the full control effect
#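 Allosteric or orthosteric antagonism assessed as attenuation of the calcium response to EC80 dopamine, added 180 s after compound, in induced HEK293 Trex D1 cells loaded with no-wash calcium dye.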
# RXFP1 ag: agonists of human relaxin receptor RXFP1; Potency, µM (doses to about 57.5 µM), for inactives: at the top dose activation, hits mostly activators; HEK293T-RXFP1 cAMP TR-FRET, 30 min; response scale: percent of porcine relaxin response, buffer zero; AID 2676; 0.3% of 370,000 active; active = well fitted activation curve with a large enough effect; inconclusive = small, poorly fitted or top-dose-only effect; note: potency is the fitted concentration of half-maximal effect; % is set by controls: 0 for no effect and ±100 for the full control effect; nearly all actives have a fitted effect of over 60% in size; many of its hits are not listed in these tables
#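 cAMP rise read by TR-FRET after 30 min, 37C compound exposure (up to 58 uM) in RXFP1-transfected HEK293 cells with Ro 20174 present. EC50 from Hill-equation fits, with 29 nM porcine relaxin as 100% and buffer as basal.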
# D2 antag: D2 dopamine receptor (human) antagonism; P14416; HEK293 TREx D2 cells, calcium flux, dopamine EC80; inhibition, % at 10 µM; 2% of 340,000 active; AID 485344; in the data active = inhibition above about 30%; note: 0% is about no effect
#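 In this primary screen, negative modulation is detected by tracking calcium flux after an EC80 dopamine challenge in inducible HEK293 T-REx D2 cells preexposed to test compound for 180 s.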
# D1 potentiator: human D1 dopamine receptor positive modulation. P21728. HEK293 TREx D1 cells, calcium flux, dopamine EC20 potentiation. potentiation, % at 10 µM. 0.036% of 360,000 active; in the data active = potentiation above about 30%; note: 0% is about no effect
# D2 agonist: D2 dopamine receptor (human) agonism | P14416 | HEK293 T-REx D2 cells, calcium flux agonist mode | activation, % at 2 µM | 0.53% of 340,000 active | AID 485358;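 active = activation over 3 SD above normal in the single-dose calcium agonist read, cut at about 30% in these data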; note: 0% is about no effect
#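 HEK293 Trex D2 cells, tetracycline-induced, o/n 30 C 5% CO2; no-wash Ca dye, RT 30–90 min; 10-cycle baseline, 23 nl cpd added, kinetic Ca read 180 s; agonist hits = positive Ca response.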
# RXFP1 antag: RXFP1 (human) relaxin receptor antagonism; 0.59% of 350,000 active; activity change, negative = inhibition, % at 57.5 µM; HEK293-RXFP1, relaxin-stimulated cAMP HTRF, 30 min; stronger effect = lower value; AID 1259400; Q9HBX9;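 active = activity change of -60% or lower, but not beyond a set lower limit; inconclusive = change between -60% and -40%, or beyond the set limit; inactive = change above -40%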; note: % is set by controls: 0 for no effect and ±100 for the full control effect
# D1 ag: activates the human D1 dopamine receptor; 1% of 360,000 active; HEK293 T-REx D1 cells, calcium flux, agonist mode; activation, % at 2 µM; AID 504660; in the data active = activation above about 30%; note: 0% is about no effect
#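 Inducible HEK293 T-REx D1 cells, force-coupled to calcium signalling, were plated at 4000 cells/well with tetracycline and held overnight at 30 C. After no-wash calcium dye loading, compound-evoked calcium rise over 180 s flagged agonists.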
# TRHR PAM: allosterically enhances the human TRH receptor; enhancement, % at 2 µM; 0.66% of 360,000 active; TRHR cells, fluo-8 calcium fluorescence, EC20 TRH enhancement; in the data active = enhancement above about 30%; note: 0% is about no effect
# Target sequence (P34981 whole entry, looked up): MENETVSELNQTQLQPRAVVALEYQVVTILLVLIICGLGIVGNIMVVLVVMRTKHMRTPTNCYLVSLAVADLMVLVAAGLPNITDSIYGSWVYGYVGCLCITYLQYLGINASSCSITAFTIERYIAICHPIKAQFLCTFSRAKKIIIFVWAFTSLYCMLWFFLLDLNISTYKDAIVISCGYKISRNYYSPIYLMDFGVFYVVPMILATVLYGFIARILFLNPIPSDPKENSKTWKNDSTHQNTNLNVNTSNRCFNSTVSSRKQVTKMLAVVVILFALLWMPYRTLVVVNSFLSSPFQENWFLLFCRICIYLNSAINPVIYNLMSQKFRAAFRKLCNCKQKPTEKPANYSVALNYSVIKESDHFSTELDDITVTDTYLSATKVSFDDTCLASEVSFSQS
#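 Enhancer read-out: after compound pinning and an initial kinetic agonist-mode read, an EC20 of TRH (10 nM final) was injected and fluo-8 calcium signal (Ex 480/Em 530) followed at 1 s/cycle for 100 cycles in TRHR-expressing cells.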
# The depositor's hits bear a star; u = inconclusive; x = not tested or not shown; & = joins results of further samples. These rows are one share of the data; the hit share may differ from the screen's.
SMILES,D2 PAM,D1 antagonist,RXFP1 ag,D2 antag,D1 potentiator,D2 agonist,RXFP1 antag,D1 ag,TRHR PAM
Cc1noc(C)c1CSc1nc2ccccc2n1C,-2,-6,-0.7%,5,12,0.2,0,2,11
CCCc1cc(C(=O)N2CCN(c3ccc(C(F)(F)F)cn3)CC2)sc1C,9,-4,0.3%,2,-4,0.1,-12,5,-4
COC(=O)CN(c1ccc(C)c(Cl)c1)S(C)(=O)=O,x,-11,-0.9%,x,-7,x,-16,2,10
Cc1cccc(Cc2c(C)nc3nc(SCc4ccccc4F)nn3c2C)c1,12,22,2.0%,x,1,-0.2,-12,6,-4
CCOc1ccc(-c2cc(N)n(S(=O)(=O)c3ccc(OC)c(OC)c3)n2)cc1,0,8,0.6%,12,x,-1.0,x,2,4
COc1ccc(OCC(=O)Nc2ccc(S(=O)(=O)N(C)c3ccccc3)cc2)cc1,x,4,1.7%,x,-2,x,-4,4,2
O=C(O)C1C2C=CC(C2)C1C(=O)NCCCn1ccnc1 (configuration not stated),-12,0,-0.4%,-2,-4,0.0,2,3,-8
O=C(NC(=S)Nc1ccccc1Cl)c1cnn2c(C(F)(F)F)cc(C(F)(F)F)nc12,7,-10,-1.6%,11,-4,0.5,7,1,5
CN(Cc1cccc([N+](=O)[O-])c1)Cc1cccc2ccccc12,1,2,0.2%,-20,-4,-0.3,13,8,-3
O=C(CN1C(=O)COc2ccc(S(=O)(=O)N3CCOCC3)cc21)NCc1ccco1,3,-5,4.0%,8,2,0.3,-3,1,-4
CCc1ccccc1NNC(=O)CCc1ccccc1,-1,13,2.6%,4,-2,0.6,2,0,-4
Cc1cc(C)c2nc(Nc3nc(-c4ccccc4)cc(=O)[nH]3)nc(C)c2c1,-5,-8,0.8%,-2,4,-1.1,11,0,-3
C[C@H](C(=O)NCc1ccccc1)C(=O)c1ccccc1,-7,0,1.0%,5,4,-0.7,7,2,1
CCOc1ccc(C(=O)C2CCN(CC(=O)Nc3ccccc3N3CCOCC3)CC2)cc1,11,-14,-1.2%,5,0,0.9,7,1,2
COCc1nnc(NC(=O)c2cc(C(=O)OC)cc([N+](=O)[O-])c2)s1,4,11,1.5%,4,0,-0.3,-12,-1,3
Cc1cc(C)nc(NS(=O)(=O)c2ccc(NC(=S)NC(=O)CC(C)C)cc2)n1,11,-12,0.7%,-11,-9,-0.4,5,1,0
CCc1cc2c(-c3ccccc3)cc(=O)oc2cc1OC(C)C(=O)O (configuration not stated),-8,-6,-2.8%,3,4,-1.1,-3,3,0
O=C(c1cc2ccccc2o1)N(Cc1nnc(-c2ccccc2Cl)o1)C1CC1,4,3,3.0%,6,-1,-0.5,3,4,-2
COc1cc(NC(=O)CN2CCN(S(=O)(=O)c3ccc(C(C)C)cc3)CC2)cc(OC)c1,-11,12,1.3%,6,-1,-3.8,-1,7,-1
Cc1ccc(CCN2C(Nc3ccccc3)=NC[C@@H]2C)cc1,-17,-8,-0.5%,28,-8,3.7,x,7,-3
O=C(CSc1ccsc1[N+](=O)[O-])NCc1ccco1,9,4,0.4%,-8,-5,0.2,6,1,4
O=C(O)CCC(=O)N1CC=C(c2ccccc2)CC1,-7,2,-0.1%,-7,-4,5.0,-2,2,-6
CCOC(=O)N1CCC(NC(=S)Nc2ccc3nc(N4CCN(C)CC4)cc(C)c3c2)CC1,-41,11,-0.6%,0,-3,22,-4,1,-16
CCOC(=O)N1CCC(N(CCN(C)C)C(=S)Nc2ccc(Oc3ccccc3)cc2)CC1,-8,-13,-1.6%,20,-12,0.4,-9,5,4
COCCCN1CCc2[nH]c(=S)[nH]c(=O)c2C1,8,4,1.0%,-3,-2,1.5,-4,3,-2

# New compounds follow:
SMILES,D2 PAM,D1 antagonist,RXFP1 ag,D2 antag,D1 potentiator,D2 agonist,RXFP1 antag,D1 ag,TRHR PAM
COCC(C)NC(=O)c1cc(-c2ccc(OC)c(OC)c2)on1 (configuration not stated),x,2,2.2%,x,5,x,-8,2,-1
CC(=O)N1CCc2c(sc(NC(=O)CCS(=O)(=O)c3ccccc3)c2C#N)C1,5,-17,3.2%,-3,2,-0.4,5,-1,3
CCOC(=O)N1CCN(Cc2nc(-c3ccccc3)no2)CC1,5,17,0.4%,-12,-2,0.4,1,10,-4
COc1ccc(OCCNc2c([N+](=O)[O-])c(=O)oc3ccccc23)cc1,3,-7,0.0%,-28,0,-0.9,-4,7,-2
COc1cc(/C=C2\SC(=O)N(CC(=O)Nc3ccccc3F)C2=O)cc(Cl)c1O,-6,19,0.2%,18,-5,41*,-28,130*,11
O=C(CNC(=O)c1ccccc1Br)NCCSc1ccc(Br)cc1,x,3,0.9%,x,-5,x,-19,2,-8
Cc1nn(C)cc1N1C(=O)c2cccc3c(N)ccc(c23)C1=O,-3,-26,7.6%,16,-6,74*,-11,244*,30*
Cc1cccc(Cl)c1OCCCCn1ccnc1,3,-3,0.3%,-2,6,0.0,30,0,4
Cc1nn(CC(=O)N2CCN(c3ccccn3)CC2)c(=O)c2cc3sccc3n12,0,-2,8.0%,4,-3,1.1,10,0,0
CCNC(=O)COc1ccc2ccccc2c1,-7,-11,-0.3%,-6,1,0.0,0,13,-11
CC(CNC(=O)CN1C(=O)C(=O)N(C2CCCC2)C1=O)c1ccccc1 (configuration not stated),4,9,2.2%,13,x,0.0,19,2,-4
Cc1c(CNC2CCCCCC2)c(C(=O)O)c(C)n1Cc1ccc(F)cc1Cl,12,-9,-0.1%,x,-1,-0.4,-6,0,4
CCNC(=O)CSc1nc(-c2ccccc2)cs1,5,-12,-0.2%,8,1,-0.4,-18,4,-1
O=c1[nH]c(C2CCCN(S(=O)(=O)c3ccccc3)C2)nc2c1nnn2Cc1ccc(OC(F)(F)F)cc1 (configuration not stated),-7&2,3&3,-1.0%&1.6%,5,10&1,0.9&0.3,9&0,1&0,1&-2
CCOC(=O)Cc1csc(NC(=O)CN2CCN(CC)CC2)n1,-1,-4,3.0%,-5,-3,-0.2,-16,3,-8
COc1cc(OC)c(OC)cc1/C=N/N(C)c1ccccc1,x,-28,-1.2%,x,-5,x,-21,8,10
CCN1CCN(C(=O)/C(=C/c2ccco2)NC(=O)c2ccccc2)CC1,-8,-8,-0.3%,12,x,7.6,7,6,-6
CCCOc1ccc(C(=O)NCCc2ccccc2)cc1,-1,13,1.4%,8,0,-1.0,1,2,-4
c1ccc(COc2ccccc2CNC2CCCC2)cc1,-13,x,1.8%,-1,-1,-1.8,-10,8,-1
CC(=O)Nc1ccc(S(=O)(=O)NCCc2ccc(S(N)(=O)=O)cc2)cc1,6,-1,-0.9%,1,-1,-0.5,17,2,8
COc1ccc(C(=O)NCCS(=O)(=O)NCc2cccs2)cc1,0,-10,0.2%,-7,-1,0.3,5,2,4
NC(=O)COC(=O)CC(NC(N)=O)c1ccc(Cl)cc1 (configuration not stated),-3,14,2.4%,14,-8,-0.3,x,1,-3
O=C(NCC1CC1)c1cc([N+](=O)[O-])cc([N+](=O)[O-])c1,-2,-2,1.6%,-1,3,0.4,3,1,-5
COCCNC(=S)N(CCc1c(C)[nH]c2ccc(C)cc12)Cc1ccco1,-2,5,0.8%,0,-8,0.3,-5,0,-11
CC(C)Nc1nnc(SCC(=O)Nc2ccc(F)cc2)s1,8,-3,3.1%,23,10,-1.9,-1,2,5

# (list continues)
SMILES,D2 PAM,D1 antagonist,RXFP1 ag,D2 antag,D1 potentiator,D2 agonist,RXFP1 antag,D1 ag,TRHR PAM
CCc1c(C2(O)CCCCC2)[nH]c2c(C(=O)OC)cc(Cl)cc12,-2,4,2.9%,0,-12,-0.3,x,3,-3
O=S1(=O)C=C(SCCN2CCCC2)c2ccccc21,-1,7,-0.8%,4,4,0.8,3,3,3
COc1cccc(C(=O)CC(=O)C(=O)Nc2ccc(C)cc2Cl)c1,-4,15,0.0%,-16,-8,0.3,-10,0,-4
Cc1ccc(CNS(=O)(=O)c2ccc3c(c2)CCN3S(C)(=O)=O)cc1,7,-18,0.3%,x,-5,-2.2,-2,10,3
Cc1nc2cc(C(F)(F)F)ccc2n1C1CCN(CC(=O)N2CCOCC2)CC1,-8,5,0.6%,-1,0,-0.3,0,2,15
CCOC(=O)N1CCN(CC(=O)Nc2ccc(F)cc2)CC1,-6,4,1.2%,13,-1,1.0,-5,5,0
COC(=O)c1ccc(CSc2nc3ccccc3[nH]2)o1,14,-10,3.4%,-7,-8,-0.6,9,6,-2
COC(=O)c1cccnc1SCc1ccccc1,-4,3,-1.0%,26,-1,-0.7,-12,0,-7
O=C(Nc1ccccc1)N(C1=NCCCCS1)c1ccccc1,2,-2,-0.1%,2,-8,-0.1,2,1,9
COc1ccc2oc(=O)c(-c3csc(/C(C#N)=C/c4ccc(F)cc4)n3)cc2c1,5,-31*,1.9%,x,1,1.2,3,-1,2
Cc1ccccc1OCC(=O)Nc1cccc(N(C)S(C)(=O)=O)c1,4,-9,1.9%,-4,-4,0.2,4,2,2
CCOc1ccc(/C=C/C(=O)C(C(N)=O)=C2SCCS2)cc1,11,-2,0.3%,3,-1,-1.1,0,9,9
COc1ccc(-n2cnc3scc(-c4ccccc4)c3c2=O)cc1,5,17,1.0%,1,10,-5.4,-14,6,-6
O=C(Cc1ccc(F)cc1)N1CCC(c2nc3c(nnn3Cc3ccc(F)cc3)c(=O)[nH]2)CC1,3,-18,6.0%,x,1,x,u,1,1
COc1ccc(N(CC(=O)NCc2ccco2)S(=O)(=O)c2ccc(C)cc2)cc1OC,-5,9,1.9%,2,x,0.6,7,3,-4
Cc1cc(C)nc(N/N=C/c2cccc3ccccc23)n1,5,3,2.2%,-11,4,-0.4,x,0,1
Fc1ccc2c(c1)-c1nc(-c3ccccc3)cc(-c3ccccc3)c1CO2,17,3,-0.9%,x,3,-1.1,x,-1,4
CCC12CN3CC(C)(CN(C1)C3c1c(C)[nH]c3ccccc13)C2=O (configuration not stated),12,-3,0.1%,x,0,1.3,-15,4,-3
CC[n+]1ccc(C)c2cc(SC(F)(F)F)ccc21,7,16,2.7%,2,-14,-0.3,-3,3,5
